# All columns: NCI-60 one-dose screen, growth in % after 48 h at 10 µM unless noted; 100 = growth as untreated, 0 = no growth, -100 = all killed.
# OVCAR-5: OVCAR-5 ovarian cancer. AID 1794783. hit rate 2.9% among 82,000
# OVCAR-8: OVCAR-8 ovarian cancer; AID 1794782; hit rate 4.4% among 81,000
# IGROV1: IGROV1 ovarian cancer; AID 1794786; hit rate 4.7% among 79,000
# OVCAR-4: OVCAR-4 ovarian cancer cells; AID 1794784; hit rate 3.7% among 80,000
# SK-OV-3: SK-OV-3 ovarian cancer cells; hit rate 3.2% among 80,000; AID 1794785
# OVCAR-3: OVCAR-3 ovarian cancer; hit rate 7% among 79,000
# NCI/ADR-RES: NCI/ADR-RES ovarian cells; hit rate 4.4% among 81,000
# DU-145: DU-145 prostate cancer. hit rate 4.2% among 81,000. AID 1794760
# An asterisk follows results filed as active; · = no result given; & = joins results of further samples. Rule for the calls: active = growth percent below 10; inactive = the rest. Random draw from the library; about 9.5% have a hit in one of these screens.
No.	canonical_smiles	OVCAR-5	OVCAR-8	IGROV1	OVCAR-4
1	CCCCCCNC(=O)Oc1ccc(/C(=C(/C)Cc2ccc(OC)cc2)c2ccc(OCCN(CC)CC)cc2)cc1	98.9	93.0	107.3	91.1
2	CC(=O)c1cn(C(C)=O)c2ccccc12	111.9&102.0	103.3&94.7	89.0	98.6&101.1
3	NS(=O)(=O)c1ccc(NCC(=O)Nc2ccc(-c3nc4ccccc4s3)cc2)cc1	105.6	82.7	59.0	67.2
4	O=C1c2ccccc2C(=O)N1CNCCCNCN1C(=O)c2ccccc2C1=O	104.9	104.8	108.7	101.8
5	CC(C)n1c(O)c(N=NC(=O)c2ccc(S(N)(=O)=O)cc2)c2ccccc21	98.1	98.4	104.6	·
6	N#C/C(=C\c1ccc(F)cc1)n1nc2cccc(F)c2n1	79.7	81.2	73.1	34.0
7	COc1cccc(CNc2ncnc3c2ncn3C2OC(CO)C(O)C2O)c1O (stereo not drawn)	9.7*	6.8*	-23.4*	11.3
8	CCN(CC)c1ccc(N=Nc2ccc(S(=O)(=O)O)cc2)cc1	102.8	96.6	114.8	109.9
9	CCOC(=O)c1cc(C(=O)c2cc(OC)c(OC)c(OC)c2)n2nc(-c3ccc(C)cc3)ccc12	98.6	82.6	99.3	67.5
10	CN1[C@@H](CCc2ccc(OCCF)cc2)CCC[C@H]1CCc1ccc(OCCF)cc1	84.5	95.6	93.2	78.3

No.	SK-OV-3	OVCAR-3	NCI/ADR-RES	DU-145
1	93.2	100.9	94.4	105.6
2	95.8&84.1	95.4&108.9	100.6&107.8	104.7&111.5
3	105.8	34.3	94.0	47.0
4	106.0	123.3	111.2	128.1
5	100.6	109.0	101.4	110.0
6	74.9	-3.8*	8.9*	37.6
7	-61.5*	-0.4*	2.3*	0.4*
8	104.5	113.7	104.5	114.4
9	89.7	102.8	84.8	91.8
10	87.9	109.5	81.4	111.8

# The listing continues.
No.	canonical_smiles	OVCAR-5	OVCAR-8	IGROV1	OVCAR-4
11	Cn1c(=O)c2c(=O)c(C#N)c(-c3ccc(Cl)cc3)[nH]c2n(C)c1=O	106.7	63.6	64.8	91.9
12	CCCCCC(=O)OC1CC(C)=C2C(=O)C=C(C)[C@@H]2[C@H]2OC(=O)[C@H](C)[C@H]12 (stereo partly drawn)	101.7	102.8	107.2	95.6
13	COc1ccc2c(c1)CC[C@H](O)/C2=C/c1cc(OC)c(OC)c(OC)c1	61.0	16.1	27.8	41.1
14	COc1ccc2nc(-c3ccccc3)cc(C(C)=O)c2c1	92.4	97.3	86.2	102.5
15	COC(=O)[C@@]1(O)C=Cc2nc3ccccc3c(=O)n21	102.2	100.8	88.5	100.1
16	COc1cccc(/C=C2/CCCC/C(=C\c3cccc(OC)c3OC)C2=O)c1OC	108.4	90.4	113.9	92.2
17	Cc1c(NS(=O)(=O)c2ccccc2)c(C)c(NS(=O)(=O)c2ccccc2)c(C)c1NS(=O)(=O)c1ccccc1	96.9	89.6	116.4	105.8
18	Nc1c(C(=O)Nc2ccccc2)nnn1-c1ccccc1	109.2	102.7	108.3	98.5
19	Nc1nc(-c2cc3c(cc2Cl)NC(=O)/C3=C/c2ccc(Cl)cc2)cs1	92.0	50.8	34.9	48.6
20	CCCCCCCC(=O)NCc1ccc(O)c(OC)c1	102.8	97.1	91.1	78.3

No.	SK-OV-3	OVCAR-3	NCI/ADR-RES	DU-145
11	78.2	99.5	70.0	96.0
12	108.2	115.1	102.7	108.9
13	13.9	-18.3*	6.9*	0.1*
14	106.5	114.8	90.1	106.8
15	96.8	101.1	109.5	102.3
16	107.7	99.6	97.0	107.3
17	94.6	98.1	100.1	106.1
18	109.7	106.5	105.3	104.5
19	71.8	32.8	74.5	64.6
20	99.3	101.4	97.0	101.6

# In the list so far, these contain a Cl atom.
No.	canonical_smiles	OVCAR-5	OVCAR-8	IGROV1	OVCAR-4
11	Cn1c(=O)c2c(=O)c(C#N)c(-c3ccc(Cl)cc3)[nH]c2n(C)c1=O	106.7	63.6	64.8	91.9
19	Nc1nc(-c2cc3c(cc2Cl)NC(=O)/C3=C/c2ccc(Cl)cc2)cs1	92.0	50.8	34.9	48.6

No.	SK-OV-3	OVCAR-3	NCI/ADR-RES	DU-145
11	78.2	99.5	70.0	96.0
19	71.8	32.8	74.5	64.6

# Next part.
No.	canonical_smiles	OVCAR-5	OVCAR-8	IGROV1	OVCAR-4
21	C=C1CCC2C(C)(CO)C(O)CCC2(C)C1C/C=C1/C(=O)OCC1OCc1ccccc1 (stereo not drawn)	109.5	66.2	87.0	83.1
22	Cc1ccc(Nc2nc(SC(C)C)nc(-c3ccccc3)c2C#N)cc1	81.8	97.0	91.0	87.3
23	NS(=O)(=O)c1ccc(-n2nc(C(=O)N/N=C\c3ccc(F)cc3)cc2-c2ccc(Br)cc2)cc1	94.9	94.5	73.6	87.2
24	CC1(C)C(C(=O)O)N2C(=O)C[C@H]2S1(=O)=O (stereo partly drawn)	107.5	100.8	114.8	107.9
25	Cn1c(=O)c2c(nc(N3CCCCC3)n2C)n(C)c1=O	136.0	132.8	·	98.0
26	O=C(O)C(=Nc1ccccc1)c1c[nH]c2ccccc12	101.4	99.8	107.6	105.5
27	C=CCN(CC=C)CCN1C(=O)c2c(c3c4ccccc4n(C4CC(O)C(O)C(C)O4)c3c3[nH]c4ccccc4c23)C1=O (stereo not drawn)	88.6	79.6	71.2	80.9
28	N#Cc1cnn(-c2cc(=O)[nH]c3ccc(Br)cc23)c1N	108.1	95.6	98.7	88.4
29	NC(=O)c1ccc(F)cc1	108.6	100.2	99.5	105.1
30	CCOC(=O)[C@H](Cc1ccccc1)NC(=O)[C@H](Cc1ccccc1)NCc1cccc(O)c1	111.7	90.6	107.5	101.3

No.	SK-OV-3	OVCAR-3	NCI/ADR-RES	DU-145
21	128.8	93.4	81.1	97.4
22	96.2	·	92.2	104.0
23	88.6	82.3	67.8	93.4
24	116.5	110.0	103.8	111.4
25	99.2	·	133.2	109.7
26	106.1	114.1	102.9	120.1
27	88.6	86.8	84.4	95.8
28	·	114.6	96.2	109.1
29	97.5	107.2	95.1	108.2
30	92.4	106.0	100.9	104.4

# Other entries:
No.	canonical_smiles	OVCAR-5	OVCAR-8	IGROV1	OVCAR-4
31	CCOC(=O)c1ccc(NC(=O)c2cc3c(C)nn(-c4ccccc4)c3s2)cc1	105.6	103.7	105.2	116.9
32	Cc1ccc(OC(=O)c2ccccc2Cl)cc1	96.7	95.6	95.2	93.1
33	S=C1NCN(CC2CC2)CN1	124.1&100.2	108.3&97.9	112.3&116.7	110.4&96.9
34	COc1cc(Cn2c(SCCC(=O)Nc3ccc(S(N)(=O)=O)cc3)nc3ccccc3c2=O)cc(OC)c1OC	97.3	86.6	76.5	77.3
35	COc1cc(CNc2oc(-c3ccccc3)c(-c3ccccc3)c2C#N)cc(CN2CCOCC2)c1O	97.7	102.7	104.4	101.1
36	C/C(=N/O)c1ccc(N2C(=O)c3c(Cl)c(Cl)c(Cl)c(Cl)c3C2=O)cc1	106.0	101.9	103.0	106.0
37	Cc1cccc(N=NC(C#N)C#N)c1	91.8	94.8	123.2	99.1
38	O=C1COCCN1c1ccc(NS(=O)(=O)c2ccc(-c3cnc(C4CC4)o3)cc2)cc1	100.8	98.2	89.0	92.9
39	CN(C)c1ccc(C(=O)Oc2ccc([N+](=O)[O-])cc2)cc1	117.5	93.8	101.2	94.0
40	NS(=O)(=O)c1ccc(NCc2nc(NC(Cc3ccccc3)C(=O)O)c3ccccc3n2)cc1 (stereo not drawn)	92.1	101.6	100.5	99.6

No.	SK-OV-3	OVCAR-3	NCI/ADR-RES	DU-145
31	109.6	113.6	103.8	110.2
32	116.4	117.0	113.2	113.2
33	108.9&105.8	115.2&102.7	107.4&111.5	112.2&108.3
34	102.5	·	106.9	107.9
35	110.3	102.6	95.8	104.2
36	108.0	·	105.6	105.2
37	104.8	102.7	121.3	110.2
38	110.2	102.5	96.6	102.8
39	105.6	113.1	106.2	109.8
40	106.6	101.4	102.2	109.3

# (list continues)
No.	canonical_smiles	OVCAR-5	OVCAR-8	IGROV1	OVCAR-4
41	CCCCCCCCCCCCCCCCOc1ccc(S(=O)(=O)Nc2cc(C(=O)OC)cc(C(=O)OC)c2)cc1N	97.2	100.9	116.8	98.9
42	CCN1CCN(c2ncnc3cc(OC)c(OC)cc23)CC1	118.6	104.5	114.1	104.9
43	CCN(CC)CCCC(C)Nc1ccnc2cc(C(F)(F)F)ccc12 (stereo not drawn)	97.1	100.0	100.8	106.2
44	CC(C)(C)OC(=O)N1CCC[C@]2(C)[C@H]3C=CC4=C5C[C@](C)(CO)CC[C@]5(C)CC[C@@]4(C)[C@]3(C)CC[C@H]2C1(C)C	110.2	101.5	110.2	103.3
45	O=C(O)CCC(=O)c1ccc(F)cc1	94.4	101.2	107.7	102.4
46	COc1ccc([C@H]2[C@H](C(=O)O)c3ccccc3C(=O)N2c2ccccc2)cc1	104.5	103.3	91.1	108.5
47	COc1ccc(N=c2ssc(SC)c2-c2ccccc2)cc1	104.4	98.3	89.2	82.9
48	COc1ccc(-c2cc(-c3nc4ccc(C(F)(F)F)cc4[nH]3)[nH]n2)cc1	86.8	·	96.9	91.5
49	N#Cc1cnn(C(=O)c2ccccc2Br)c1NC(=O)c1ccc(Cl)cc1	113.1	107.2	118.1	100.5
50	CCOC(=O)C(C)(C)Oc1ccc(Cl)cc1	93.4	99.1	115.1	·

No.	SK-OV-3	OVCAR-3	NCI/ADR-RES	DU-145
41	104.2	106.6	105.1	111.2
42	96.4	100.9	100.4	103.2
43	105.5	101.7	95.4	112.6
44	105.4	128.8	107.3	115.2
45	90.4	111.3	108.8	113.6
46	122.8	103.6	94.9	98.6
47	107.0	96.6	93.7	104.9
48	88.0	107.4	92.7	111.6
49	92.0	117.6	102.0	109.4
50	109.3	111.6	104.0	110.8

# (further entries)
No.	canonical_smiles	OVCAR-5	OVCAR-8	IGROV1	OVCAR-4
51	COc1ccc2c(c1)sc1nc(-c3ccccc3)c(-c3cccc4ccccc34)n12	44.7	19.4	34.4	65.0
52	COc1ccc(-n2cnc3c(sc4ncc(Cl)cc43)c2=O)cc1	98.6	87.9	65.7	100.5
53	Cc1cc(C(=O)Nc2sc3c(c2C(N)=O)CCC(=O)C3)ccc1OCCN1CCCCC1	119.3	100.5	91.0	107.9
54	Cc1cc(C)c(/C=C(\C#N)c2nc3ccccc3n2C)[nH]1	97.2	91.7	76.3	82.9
55	COCCc1ccncc1	97.3	101.4	102.8	100.2
56	OCCNc1nc(Nc2ccc(Cl)cc2)nc(Nc2ccc(C3=NN(c4cc(Cl)cc(Cl)c4)C(c4ccc(F)cc4)C3)cc2)n1 (stereo not drawn)	95.5	90.7	84.6	102.9
57	O=C(CCCCCCN1CC(=O)N2[C@H](c3ccc(Br)cc3)c3[nH]c4ccccc4c3C[C@@H]2C1=O)NO	40.5	41.2	23.9	67.5
58	COc1ccc(N/N=C/c2c(-c3ccc(S(C)(=O)=O)cc3)nc3ccccn23)cc1	67.4	49.1	51.9	42.1
59	CC[C@H](c1ccc2cc(OC)ccc2c1)C(C)(C)C(=O)F	76.9	96.9	·	109.9
60	O=C(Oc1ccc[nH]c1=O)c1cccc(Cl)c1	97.5	113.5	·	54.6

No.	SK-OV-3	OVCAR-3	NCI/ADR-RES	DU-145
51	10.5	-50.3*	4.6*	18.9
52	84.8	53.8	·	83.6
53	·	97.7	·	99.2
54	94.9	118.9	98.1	109.4
55	·	110.6	99.7	111.8
56	·	102.4	97.3	102.6
57	49.5	41.5	89.6	57.5
58	62.2	·	34.0	40.1
59	95.1	95.6	81.2	105.8
60	103.0	101.7	99.1	112.8

# Continued; the last 2 above are carried over.
No.	canonical_smiles	OVCAR-5	OVCAR-8	IGROV1	OVCAR-4
59	CC[C@H](c1ccc2cc(OC)ccc2c1)C(C)(C)C(=O)F	76.9	96.9	·	109.9
60	O=C(Oc1ccc[nH]c1=O)c1cccc(Cl)c1	97.5	113.5	·	54.6
61	CC(=O)O[C@@H]1CCN2C(=O)Nc3cc(C(F)(F)F)ccc3[C@@H]2C1	97.3	109.9	105.8	100.4
62	CC(=O)CCCCCCCCCCC1CCC(O)C1O (stereo not drawn)	109.7	105.7	120.9	·
63	C/C(=N\NC(=O)c1ccncc1)c1ccc(Cl)cc1	105.3	98.2	104.2	127.0
64	CC(=O)c1nc2ccccc2n1CCN1CCN(C)CC1	53.7	34.8	39.3	64.6
65	O=c1oc2ccc(Br)cc2cc1-c1csc(N=Nc2c(O)[nH]c3ccc(Cl)cc23)n1	86.8	101.1	103.8	·
66	Cc1ccccc1C(O)(c1ccccc1)c1ccccc1	98.4	93.2	102.2	114.6
67	Cc1ccc2c(c1)N1NCC=C1NC2=O	99.1	99.8	100.4	104.7
68	Cc1ccc(C2=NN3C(C2)c2ccccc2OC3c2cccnc2)cc1 (stereo not drawn)	99.7	95.9	73.6	92.4
69	Cc1cccc(NC(=O)COC(=O)c2ccc(S(=O)(=O)N3CCCC3)cc2)c1C	96.4	101.8	64.0	108.8
70	Cc1cccc(-n2c(C)nc3ccc(NC(=O)NCCCl)cc3c2=O)c1	106.7	107.0	102.4	107.4
71	CC(Nc1nc2sc3c(c2c(=O)[nH]1)CCCC3)c1nnnn1-c1ccc(Br)cc1 (stereo not drawn)	96.3	81.9	109.9	93.7

No.	SK-OV-3	OVCAR-3	NCI/ADR-RES	DU-145
59	95.1	95.6	81.2	105.8
60	103.0	101.7	99.1	112.8
61	102.4	114.0	102.3	115.0
62	107.1	114.7	102.6	110.4
63	124.7	109.7	108.2	106.6
64	27.4	4.3*	97.0	-3.0*
65	·	112.0	110.5	110.2
66	114.4	111.5	104.7	109.7
67	104.2	116.9	99.7	105.6
68	87.5	101.2	95.3	108.1
69	117.5	108.5	95.4	111.5
70	101.9	105.0	95.5	103.8
71	93.7	93.7	95.7	98.1
